# TGFb SMAD3 inh: TGF-b pathway inhibition. HepG2 CAGA-GFP TGF-b/SMAD3 reporter, GFP fluorescence, 18 h; TGF-beta stimulated, 500 pg/mL final. Potency, µM (top dose mostly 46.1 µM), without a hit: top-dose activity, negative = inhibition, actives largely listed as inhibitors. actives 1.2% (n = 410,000). AID 588855; note: potency is the fitted concentration of half-maximal effect; % is set by controls: 0 for no effect and ±100 for the full control effect; nearly all actives have a fitted effect of over 65% in size
#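 Cell-based qHTS in HEPG2 carrying a CAGA-GFP Smad reporter; compounds added before 500 pg/mL final TGF-beta, 18 h incubation at 37 degrees C, GFP fluorescence quantified per cell by imaging cytometry.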
# MmCpn inh: blocks the Methanococcus maripaludis chaperonin Mm-Cpn | purified Mm-Cpn ATPase, ADP Transcreener TR-FRET | Potency, µM (doses to about 76.9 µM), for the others: at the highest dose activity, negative = inhibition, usual class: inhibitors | actives 0.031% (n = 330,000); note: potency is the fitted concentration of half-maximal effect; % is set by controls: 0 for no effect and ±100 for the full control effect; nearly all actives have a fitted effect of over 80% in size
#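 Compound-treated chaperonin, 25 nM final, turns over 10 uM ATP at 37°C for 30 min following a 10 min preincubation; ADP generated competes with ADP-d2 for Eu-cryptate antibody, lowering FRET.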
# Nrf2 activator: activates Nrf2 signaling | AREc32 ARE-luciferase reporter (MCF7-derived line), luminescence, 24 h | Potency, µM (doses to about 46.1 µM), without a hit: at the top dose activation, actives largely listed as activators | actives 0.31% (n = 410,000) | AID 624171; note: potency is the fitted concentration of half-maximal effect; % of control where 0% means no effect; nearly all actives have a fitted effect of over 65% in size
#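 Quantitative high-throughput format: AREc32 reporter cells, 1000 per well, received compound by pin transfer and were incubated 24 hr at 37 deg C, 5% CO2, before Steady-Glo luminescence detection.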
# HepG2 viability: kills HepG2 cells in TGF-b inhibitor counter-screen; HepG2 CAGA-GFP viability, ATP luminescence, 18 h; Potency, µM (series often up to 46.1 µM), without a hit: top-dose activity change, negative = cytotoxicity, actives largely listed as cytotoxic; actives 0.76% (n = 410,000); AID 588856; note: potency is the fitted concentration of half-maximal effect; some results filed as inactive show a strong effect at the top dose
#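 CellTiter-Glo luminescence gave cytotoxicity after 18 hours at 37 degrees C. The cells were HepG2 CAGA-GFP in 1% FBS DMEM, stimulated with 500 pg/mL TGF-beta after compound addition. %Activity was normalised to no-cell wells (complete cell-killing) and DMSO (no toxicity), and curves were fitted and classified.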
# S2 tox: reduces viability in counter-screen for ATXN expression inhibitors; S2 cells (HEK-293 line with an ATXN2-luciferase reporter) viability, CellTiter-Fluor protease fluorescence, 24 h; AID 651635; actives 0.49% (n = 400,000); Potency, µM (titrated, usually from 56.7 µM), hits mostly cytotoxic; note: potency is the fitted concentration of half-maximal effect; nearly all actives have a fitted effect of over 40% in size
# Akt phos inh: Akt phosphorylation inhibition; Neuro2A IGF-stimulated pAkt S473 HTRF, 20 min; stronger effect = lower value; activity change, % for hits at 50 µM; actives 0.32% (n = 360,000); AID 651550; in the data active = activity change below about -80%; inconclusive = mostly about -51% to -80%; note: % is set by controls: 0 for no effect and ±100 for the full control effect
#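 Neuro2A cells in DMEM with 0.5% FBS, overnight at 37 deg C, given compound at single 50 µM final, then IGF (6 nM final) for 20 min at 37 deg C. Lysed; phospho-Akt Ser473 by HTRF after 24 h, 665/615 ratio.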
# A549 viability: kills or reduces viability of A549 cells in Nrf2 counter-screen | A549 ARE-Fluc cells, CellTiter-Fluor viability, 18-24 h | Potency, µM (doses to about 46 µM), inactives show at the highest dose activity change, negative = cytotoxicity, most hits filed as inhibitors | actives 0.16% (n = 390,000) | AID 504648; note: potency is the fitted concentration of half-maximal effect; % is set by controls: 0 for no effect and ±100 for the full control effect
#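 Cytotoxicity counterscreen: CellTiter-Fluor fluorescence was measured in A549 ARE_Fluc cells after 18-24 h of compound exposure in a concentration series. The subsequent BugLite luminescent read reports ARE-luciferase activity.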
# Nrf2 inh: Nrf2 pathway inhibition; A549 ARE-Fluc reporter, luciferase luminescence, 18-24 h; Potency, µM (series often up to 46 µM), for inactives: top-dose activity change, negative = inhibition, usual class: inhibitors; actives 2.1% (n = 360,000); note: potency is the fitted concentration of half-maximal effect; % is set by controls: 0 for no effect and ±100 for the full control effect; nearly all actives have a fitted effect of over 60% in size
#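 A549 ARE_Fluc cells (5000/well, 5% FBS OPTI-MEM) pre-incubated 2 h, then treated with compounds 18-24 h at 37C/5% CO2 in concentration-response. CellTiter-Fluor viability read first; BugLite luciferase luminescence after 15 min at room temperature gives Nrf2 activity.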
# CCT modulator: modulators of cytosolic chaperonin (CCT/TRiC) activity; AID 651819; actives 0.3% (n = 360,000); purified chaperonin ATPase assay, HTRF ADP detection, 30 min; activity change, % (concentration not given with the values), hits read low; in the data active = activity change below about -30%; note: % is set by controls: 0 for no effect and ±100 for the full control effect
#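 We incubate TRiC, 40 or 20 nM final, with library compounds at 76 uM and 10 uM ATP for 30 min at 37 °C. ADP formed is detected with Transcreener HTRF reagents after 30 min at room temperature.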
# Numbers without * were called inactive; i = inactive; u = inconclusive; x = not tested or not shown; & = joins results of further samples; [ ] = dose if it differs, or a comment. Unless noted, calls come from the whole dose curve; as a rule, active = well fitted curve in the direction sought with a large enough effect; inconclusive = small, poorly fitted or top-dose-only effect, or another doubt; inactive = no such curve, though single readings can be large; an effect the other way counts as inactive or inconclusive.
# Order of results – TGFb SMAD3 inh, MmCpn inh, Nrf2 activator, HepG2 viability, S2 tox, Akt phos inh, A549 viability, Nrf2 inh, CCT modulator
- COc1ccc(C(=O)Nc2c(N)nc(SCC(=O)c3ccccc3)[nH]c2=O)cc1
→ 10%, 0%, 5.3%, 10%, i, i, -10%, -13%, 0.8
- COc1cc(NC(=O)CC2C(=O)N(c3ccc(Cl)cc3)C(=O)N2Cc2cccs2)cc(OC)c1 (configuration not stated)
→ u, x, 1.2%, -42%, x, x, -22%, -8%, x
- Cc1ccc(Nc2c(-c3ccc(C)cc3)nc3ccc(C)cn23)cc1
→ 18%, x, 0.7%, 13%, i, x, 2%, 15%, x
- CCOc1cc(C(=O)Nc2ccc(-c3nc4cc(Cl)ccc4o3)cc2)cc(OCC)c1OCC
→ 5%, x, -0.8%, 2%, i, x, 4%, 4%, x
- COc1ccc(OC)c(S(=O)(=O)NCc2ccc(N3CCN(C)CC3)cc2)c1
→ 3%, -1%, -0.7%, 3%, i, i, -5%, 19%, -1.9
- CC1=C(C(=O)OCc2ccccc2)C(c2cccnc2)n2nnnc2N1 (configuration not stated)
→ -2%, 3%, -0.7%, -18%, i, i, -14%, u, 0.8
- O=C(O)C1C2C=CC(C2)C1C(=O)Nc1cccc(Cl)c1 (configuration not stated)
→ -16%, 1%, -0.1%, -26%, i, i, 3%, 3%, -0.4
- Cc1ccc(C2C(C(=O)c3cc4ccccc4o3)=C(O)C(=O)N2CCN2CCOCC2)cc1 (configuration not stated)
→ 1%, -13%, 4.3%, 1%, i, i, -4%, -8%, 0.9
- COc1ccc(OC)c(NC(=O)C(=O)N/N=C/c2ccccc2[N+](=O)[O-])c1
→ u, 3%, 3.9%, -25%, i, i, -7%, -14%, -2.8
- CCOC(=O)COc1ccc(S(=O)(=O)c2ccc(OCC(=O)OCC)cc2)cc1
→ -4%, 1%, 0.3%, 13µM*, i, i, 0%, -20%, 1.1
- CCN(CC)C(=O)CSc1nnc(-c2cccnc2)n1CCc1ccccc1
→ -4%, -3%, 0.0%, -15%, i, i, 0%[1.84 µM], 3%, -3.7
- COc1ccc(S(=O)(=O)N2CCN(c3nc(-c4cccnc4)nc4ccccc34)CC2)cc1
→ -19%, u, 2.8%, -24%, u, i, -10%, u, -4.3
- CC(Sc1nc2ccc(Br)cc2[nH]1)C(=O)O (configuration not stated)
→ 0%, 0%, -0.4%, -11%, u, i, 3%, 0%, -0.9
- O=C(Nc1cccnc1Cl)c1cc(-c2cccc(Cl)c2)on1
→ -1%&6%, -22%, 4.9%&8.0%, -5%&-11%, i, i, 2%&5%, u, -2.2
- COc1ccccc1Cc1nc(-c2ccc(Br)o2)no1
→ u, 1%, 4.8%, 7%, i, i, 2%, u, -0.4
- Cc1cccc(N2C(=O)NC3(CCCCC3)C2=O)c1
→ 3%, -14%, 2.9%, -3%, i, i, -4%, u, -0.5
- CC(C)NC(=O)N(C)C[C@@H]1Oc2cc(C#Cc3ccccn3)ccc2S(=O)(=O)N([C@@H](C)CO)C[C@H]1C
→ -6%, x, 4.8%, 2%, i, i, x, x, -0.9
- O=C(N/N=C/c1ccsc1)c1cc(O)cc(O)c1
→ 3%, 0%, 10%, -7%, i, i, 1%, x, -1.0
- O=C(c1cc2nc(C3CC3)cc(C(F)F)n2n1)N1CCOCC1
→ 3%, -2%, 0.4%, 6%, i, i, -5%, x, -9.7
- COC(=O)CC1=C(C(=O)OC)C(c2cccs2)C(C#N)=C(N)O1 (configuration not stated)
→ -14%, -4%, 5.8%, -4%, i, i, -1%, -6%, -2.5
- CCOC(=O)c1c(C)nc(-c2ccccc2)nc1NC(=O)C(C)C
→ u, x, u, 0%, i, i, -2%, u, -1.6
- Cc1nc2cc(Cl)c(Cl)cc2n1-c1ccccn1
→ -43%, -1%, 0.1%, -9%, i, i, -1%, -8%, -0.7
- Cc1nn(C)cc1S(=O)(=O)N1CCN(c2ccccc2F)CC1
→ 12%, -2%, -0.1%, 0%, i, i, -4%, 9%, 2.1
- CCCCCCCN1C(N(C)C)=NC[C@@H]1Cc1ccccc1
→ u, 1%, 4.9%, -25%, u, i, 2%, -2%, 0.4
- COc1ccc(-c2noc(CCC(=O)NC3CCCCCC3)n2)cc1
→ -13%, -1%, 0.2%, -10%, i, i, 1%, 16%, 0.2
- O=C(N/N=C/c1ccc2c(c1)OCO2)c1ccc(Cn2cc([N+](=O)[O-])cn2)o1
→ 3%, 1%, 2.8%, 4%, u, i, -4%, -1%, 1.5
- O=C(Cn1c(=O)[nH]c2sc3c(c2c1=O)CCCC3)NCC1CCCO1 (configuration not stated)
→ 3%, 0%, -0.3%, -1%, i, x, 0%, -3%, -0.1
- CCNC(=S)Nc1ccc2c(c1)c(=O)n(C)n2-c1ccc(C(C)(C)C)cc1
→ u, x, -0.5%, -7%, i, x, x, x, -2.9
- CN(C(=O)COC(=O)C12CC3CC(CC(C3)C1)C2)c1c(N)n(Cc2ccccc2)c(=O)[nH]c1=O
→ -1%, -20%, 0.3%, 5%, i, i, 15%, -9%, -4.3
- CN(C)c1ccc(C(=O)Nc2cccc(S(=O)(=O)NC3=NCCCCC3)c2)cc1
→ 1%, 0%, 1.2%, -16%, i, i, -8%, 10%, 0.8
- CC(c1ccccc1)N1C(=O)NC(NC(=O)C(C)(C)C)(C(F)(F)F)C1=O (configuration not stated)
→ -1%, -2%, 0.1%, 7%, i, i, 2%, -3%, -1.5
- COc1ccc(S(=O)(=O)NCC2CCCN(C(=O)c3cccnc3)C2)cc1 (configuration not stated)
→ 2%, 0%, 0.0%, 1%, x, i, -6%, 21%, -4.1
- C=CCc1ccc(OC(=O)c2ccccc2)c(OC)c1
→ 6%, x, 0.0%, 8%, i, i, 10%, 2%, -1.7
- COC(=O)c1ccc2ccccc2n1
→ 12%, x, 3.4%, 3%, i, i, 5%, 8%, -0.3
- O=C(Nc1ccc(Br)cc1)c1ccc(N2C(=O)C3CC=C(Cl)CC3C2=O)cc1 (configuration not stated)
→ 2%, -11%, -0.5%, -38%, i, i, -1%, x, -4.2
- O=C(N/N=C/c1ccc2c(c1)OCO2)c1cccs1
→ -1%, 0%, 2.0%, -27%, i, i, 5%, u, 1.4
- O=C(NC(=O)c1ccccc1)OCC(F)(F)F
→ -13%, 2%, 0.2%, -7%, i, i, -3%, 4%, -0.3
- Cc1cc(F)ccc1S(=O)(=O)Nc1nc2ccccc2nc1Cl
→ -4%, -3%, 2.5%, 2%, i, i, 6%, 1%, -1.5
- Cc1cc(C)c(-c2n[nH]c3c2C(c2ccccc2F)N(Cc2ccco2)C3=O)c(O)c1 (configuration not stated)
→ u, x, -4.7%, -99%, x, x, -14%, 15%, x
- CN1CCN(C(=O)CCN2C(=O)/C(=C\c3ccc(Cl)cc3Cl)SC2=S)CC1
→ u, 2%, 13µM*, -67%, u, i, 7.3µM*, u, -4.7
- Fc1ccc(NC(=S)N2CCOCC2)c(F)c1
→ 7%, 3%, -0.8%, -3%, i, i, -1%, 1%, -3.8
- COc1ccccc1NC(=O)N1CCN(S(C)(=O)=O)CC1
→ u, 0%, -1.0%, -20%, i, i, -1%, 10%, -2.6
- COc1ccc(Cl)cc1N1C(=O)/C(=C/c2sccc2C)N=C1SCC(=O)NC1CC1
→ -7%, x, 23%, -60%, u, i, u, u, -2.6
- COC(=O)[C@H](Cc1ccccc1)NC(=O)C1(OC(C)=O)CC(OC(C)=O)C(OC(C)=O)C(OC(C)=O)C1 (some centres not stated)
→ 0%, -2%, -0.2%, -1%, i, i, 5%, 4%, -1.9
- Cc1cc(C)n(-c2ccc(C(=O)OCC(=O)Nc3cc(Cl)ccc3[N+](=O)[O-])cc2)n1
→ 0%, -1%, 8.9%, -8%, u, i, 23%, u, -0.3
- O=C(c1ccc(CS(=O)(=O)c2ccc(Br)cc2)o1)N1CCOCC1
→ 0%, 0%, -0.9%, -4%, i, i, -3%, 4%, -0.7
- COc1ccccc1NC(=O)CN1CCN(c2ccccc2)CC1
→ -10%, 0%, 2.6%, -15%, i, i, 7%, 0%, -0.1
- Cc1csc(NC(=O)CSc2nc3sc(C)c(C)c3c(=O)[nH]2)n1
→ 8%, -11%, 2.7%, -84%, i, i, 5%, 10%, -1.5
- Cc1cccc(NC(=O)NCCCCc2ccccc2)c1
→ -1%, 1%, -0.1%, 1%, i, i, 1%, -2%, -2.6
- CCn1nc(CC(C)C)cc1C(=O)N1CCCC(Nc2ccc(F)cc2)C1 (configuration not stated)
→ -11%, 0%, -0.7%, -28%, i, i, -2%, 5%, 0.5
- COc1ccccc1-c1cnc2c(Nc3cccc(OC(F)(F)C(F)F)c3)nccn12
→ u, x, 1.2%, -36%, u, i, x, x, -1.5
- CCOC(=O)c1cnn2c(C(F)(F)F)cc(-c3ccc(Br)cc3)nc12
→ 14%, x, 3.3%, 2%, x, x, 2%, x, x
- COc1ccccc1CN1CCN(Cc2nc(-c3cccs3)no2)CC1
→ -24%, -9%, 3.9%, -30%, i, i, -1%, 1%, 1.2
- O=C(CN1C(=O)/C(=C/c2ccccc2F)Sc2ccccc21)NCc1cccnc1
→ -21%, -1%, 27%, 3%, i, i, -26%, u, -4.4
- N=C(N)N1CCc2ccccc21
→ 0%, -4%, -0.9%, -44%, i, i, -2%, 10%, -0.3
- Cc1ccc(Nc2nc3ccccc3s2)cc1
→ -16%, 0%, 7.4%, 0%, i, i, 14%, u, -0.5
- Cn1cc(CNC(=O)c2cc(-c3ccccc3)nc3ccc(Br)cc23)cn1
→ 8%, -14%, 2.1%, -5%, i, i, -5%, -2%, 0.6
